UGM FP inh: M. tuberculosis UGM enzyme inhibitors, primary screen, biochemical, fluorescence polarization, single point; UDP-galactopyranose mutase (Mycobacterium tuberculosis (strain ATCC 25618 / H37Rv)), …; purified UGM, fluorescence polarization probe displacement; inhibition, % at 10 µM; 320,000 tested, 0.06% active; in the data active = inhibition above about 10%, passing the limit was not always enough
Mtb BioA inh: M. tuberculosis BioA enzyme inhibitors, primary screen, biochemical, plate reader, single point, HTS; 7,8-diaminopelargonic acid synthase BioA (Mycobacterium tuberculosis); purified M. tuberculosis BioA enzyme; inhibition, % at 9.99 µM; 360,000 tested, 0.096% active; AID 602481, 2012; in the data active = inhibition above about 40%
SARS 3CLpro inh: SARS-CoV 3CLpro protease inhibitors, primary screen, biochemical, quenched FRET; Replicase polyprotein 1ab (Severe acute respiratory syndrome coronavirus), P0C6X7; recombinant SARS-CoV 3CLpro, quenched FRET peptide cleavage; inhibition, % at 6 µM; 290,000 tested, 0.14% active; AID 1706, 2009; in the data active = inhibition above about 12%
VHR inh abs: VHR1 phosphatase inhibitors, primary screen, biochemical, absorbance, uHTS; Dual specificity protein phosphatase 3 (Homo sapiens), P51452; 290,000 tested, 0.52% active; inhibition, % at 13.3 µM; recombinant VHR phosphatase, pNPP absorbance; in the data active = inhibition above about 50%; note: some compounds called inactive have numbers as strong as hits
Target sequence (P51452 whole entry, looked up): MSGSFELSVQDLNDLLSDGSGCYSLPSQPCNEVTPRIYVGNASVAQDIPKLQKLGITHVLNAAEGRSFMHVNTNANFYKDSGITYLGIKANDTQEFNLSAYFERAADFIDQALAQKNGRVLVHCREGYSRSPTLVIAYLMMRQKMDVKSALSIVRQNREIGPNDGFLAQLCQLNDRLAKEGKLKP
Mtb FBA inh: Mtb FBA enzyme inhibitors, primary screen, biochemical, fluorescence, strain H37Rv; purified M. tuberculosis FBA, fluorescence read-out; inhibition, % at 1 µM; 360,000 tested, 2.3% active; AID 588726, 2011; in the data active = inhibition above about 27%;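 note: 0% = vehicle and 100% = reference inhibitor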
Target sequence (P9WQA3 whole entry, looked up): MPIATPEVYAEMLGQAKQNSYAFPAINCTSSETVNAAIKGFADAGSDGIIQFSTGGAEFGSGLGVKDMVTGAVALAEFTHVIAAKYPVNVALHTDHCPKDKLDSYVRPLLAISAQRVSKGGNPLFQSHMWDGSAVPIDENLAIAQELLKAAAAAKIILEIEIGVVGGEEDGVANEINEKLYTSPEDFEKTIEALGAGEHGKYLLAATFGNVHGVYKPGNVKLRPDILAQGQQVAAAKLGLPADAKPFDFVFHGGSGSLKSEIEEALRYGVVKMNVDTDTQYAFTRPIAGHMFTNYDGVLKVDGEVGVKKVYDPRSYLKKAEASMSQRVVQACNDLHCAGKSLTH
GDH-TPI inh: GDH-TPI coupling enzyme inhibitors, primary screen, artefact control for M. tuberculosis FBA inhibitor project, biochemical, absorbance, full deck. GDH-TPI coupled enzyme counterscreen, NADH absorbance. 360,000 tested, 1.2% active. inhibition, % at 4.8 µM; in the data active = inhibition above about 30%;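 note: 0% = DMSO wells and 100% = wells lacking the enzyme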
SSB-PriA inh: inhibitors of Klebsiella pneumoniae PriA binding to SSB C-terminal tail, primary screen, biochemical, AlphaScreen | PriA–SSB C-terminal tail interaction (Klebsiella pneumoniae) | AlphaScreen SSBct-PriA binding, biotinylated peptide | inhibition, % at 33 µM | 430,000 tested, 0.6% active | AID 1272365, 2023; in the data active = inhibition mostly above about 37%, no sharp cut-off; inactive = mostly below about 20%;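 note: plate controls were negative control peptide for no effect and reference peptide for full effect; strong numbers were not always called active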
Vc quorum ag: inducers of Vibrio cholerae quorum light production without autoinducers, primary screen, BH1578 luxS cqsA deficient, single point; V. cholerae BH1578 lux reporter, luminescence, 6 h; activation, % at 18.7 µM; 350,000 tested, 0.16% active; in the data active = activation mostly above about 9.7%, no sharp cut-off; note: not every result past the cut was called active; inactives centre near 0; reference of the scale not given here
Rv3671c protease: Rv3671c serine protease inhibitors, primary screen, biochemical, fluorescence polarization, M. tuberculosis H37Rv; P9WHR9; inhibition, % at 5.96 µM; 320,000 tested, 0.048% active; in the data active = inhibition above about 38%;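 note: extracellular domain of Rv3671c used as enzyme; 0% = enzyme with DMSO and 100% = no enzyme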
Target sequence (P9WHR9 whole entry, looked up, the tested form may be a part): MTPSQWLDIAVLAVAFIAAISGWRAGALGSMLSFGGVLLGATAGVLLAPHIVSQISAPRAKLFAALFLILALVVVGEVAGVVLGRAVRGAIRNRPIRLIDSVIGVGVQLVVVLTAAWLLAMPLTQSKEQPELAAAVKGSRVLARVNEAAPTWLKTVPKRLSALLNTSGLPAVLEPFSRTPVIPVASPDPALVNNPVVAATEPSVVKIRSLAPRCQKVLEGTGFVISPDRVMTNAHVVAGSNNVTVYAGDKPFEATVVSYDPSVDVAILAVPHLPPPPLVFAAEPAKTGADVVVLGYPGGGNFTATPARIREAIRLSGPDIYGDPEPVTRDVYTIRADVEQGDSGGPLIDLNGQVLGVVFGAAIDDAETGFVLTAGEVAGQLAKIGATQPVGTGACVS
MazF activator: activators of E. coli MazEF toxin-antitoxin RNase, primary screen, biochemical, fluorescence, uHTS. Endoribonuclease toxin MazF (Escherichia coli (strain K12)), P0AE70. FAM/BHQ RNA-DNA oligo cleavage fluorescence, 5 h. 350,000 tested, 0.32% active. activation, % at 20 µM; in the data active = activation above about 50%
Active calls of the source: *; i = inactive; . = not tested or not shown.

SMILES	UGM FP inh	Mtb BioA inh	SARS 3CLpro inh	VHR inh abs	Mtb FBA inh	GDH-TPI inh	SSB-PriA inh	Vc quorum ag	Rv3671c protease	MazF activator
COc1ccc(C(CNC(=O)c2ccc(OC)c(S(=O)(=O)N3CCCC3)c2)N2CCCC2)cc1 (centres undefined)	0.8	-1.1	.	.	5	5	3	-2.1	4	2
CCOC(=O)C1C(=O)C=C(c2ccc(C)cc2)CC1c1ccco1 (centres undefined)	-0.1	2.0	8	12	0	6	-26	-6.7	-10	-2
Cc1ccc(C2CC(c3cccs3)=NN2C(=O)c2ccc(Br)o2)cc1 (centres undefined)	-1.2	8.6	-2	-11	4	18	-11	i	-18	5
NC(=O)c1ccc(NC(=O)COC(=O)c2ccc(Br)c(S(=O)(=O)N3CCOCC3)c2)cc1	.	1.5	.	.	2	0	-7	i	.	6
C=CCn1c(CSCc2ccc(C)cc2)nnc1SCC(=O)NCc1ccccc1	0.6	1.0	-2	12	-3	-7	3	i	6	-3
CCc1noc(C)c1C(=O)NNC(=O)c1ccccc1F	1.6	-2.0	.	.	0	4	-13	-2.9	0	3
CCOC(=O)c1sc(C)c2c1NC(C)(c1ccccc1)NC2=O (centres undefined)	3.3	-2.2	-4	8	24	17	0	3.2	0	-11
Cc1cc(=O)n2[nH]c(-c3sccc3-n3c(C)ccc3C)cc2n1	1.0	.	3	-15	.	.	0	.	5	3
CC(O)(CS(=O)(=O)Cc1ccccc1Cl)C(=O)Nc1cccc(C(F)(F)F)c1 (centres undefined)	2.7	.	-2	14	3	7	-3	-0.4	0	-15
CCCCCCCCCOC(=O)C(CC(=O)O)N1CCOCC1 (centres undefined)	-0.6	-0.8	2	-17	-1	-14	-17	.	-2	1
S=c1c2[nH]cnc2ncn1CCSc1ncnc2nc[nH]c12	.	.	.	.	0	17	-17	i	.	5
CC(=O)c1c(C)[nH]c(C(=O)OCC(=O)Nc2ccc([N+](=O)[O-])cc2Cl)c1C	-0.3	.	-3	-8	2	5	-1	-0.3	-6	4
Cc1ccc(C(C(=O)NC2CCCC2)N(Cc2ccco2)C(=O)CCC(=O)Nc2cc(C)on2)cc1 (centres undefined)	-2.5	0.6	2	9	2	1	11	.	3	-1
COc1ccc(C2CC(c3ccc(Cl)cc3Cl)Nc3nc(N)nn32)cc1OC (centres undefined)	0.4	11	1	12	0	-10	7	i	1	7
O=c1cnc2ccccc2n1CC1CCCCC1	2.1	.	3	19	8	1	-17	i	6	2
CCOc1ccc(NC(=O)c2cc([N+](=O)[O-])ccc2N2CCOCC2)cc1	2.3	0.5	.	.	-1	16	5	-4.2	-6	-7
O=C(C1CCCN(S(=O)(=O)c2cccc3cccnc23)C1)N1CCc2ccccc21 (centres undefined)	0.9	-1.4	5	25	1	-5	0	i	-14	6
Cc1cc(C)n(CC(C)NCc2cn[nH]c2-c2cccc3ccccc23)n1 (centres undefined)	-1.4	.	1	0	3	-3	-3	i	-1	7
Cc1ccc(C2CC2C(=O)NNC(=S)Nc2cccc(Cl)c2)cc1 (centres undefined)	3.9	3.2	7	-5	6	5	-3	-3.0	6	2
O=C(CN1C(=O)COc2ccccc21)N1CCOCC1	-0.1	-2.7	-2	-9	-1	1	-10	-0.6	-9	-21
CCc1ccc(OCC(=O)NC(C)C)cc1	2.3	-0.8	6	-11	1	3	-14	-0.3	4	0
Cc1ccc(NC(=O)CSc2nnc(CN3CCOCC3)n2-c2ccccc2)cc1	-0.8	4.1	-1	-10	0	-5	-4	i	2	-1
COc1ccccc1N1CCN(C(=O)c2ccccc2SCC(=O)NCc2ccco2)CC1	.	-1.7	.	.	1	9	-7	-1.1	.	-5
Cc1ccc2c(n1)sc1c(N)ncnc12	2.8	-3.3	-9	14	15	13	-14	i	5	6
COc1ccc(S(=O)(=O)N2CCC(C(=O)NCC(=O)Nc3c(C)cccc3C)CC2)cc1OC	.	0.9	.	.	4	1	-13	i	.	-5
COc1c(C)cc(C(=O)C2CCCN(C(=O)c3ccoc3)C2)cc1C (centres undefined)	-0.2	2.4	5	48	3	7	-2	-0.1	-1	-2
O=C(OCN1C(=O)C(=O)c2ccccc21)c1ccc(Cl)cc1	1.0	-0.5	6	11	4	2	-11	-3.8	2	14
CCOC(=O)Cc1cc(=O)n2[nH]cc(-c3cccc(Br)c3)c2n1	-3.1	3.8	-3	22	26	8	-20	i	-15	-4
CC(=O)c1c(C)[nH]c(C(=O)CSc2nc3ccccc3c(=O)n2CCCN2CCOCC2)c1C	-0.3	0.0	-1	36	2	5	0	-0.5	7	17
O=C(Nc1nc2ccc([N+](=O)[O-])cc2s1)c1c(F)cccc1F	1.7	-2.3	4	1	6	16	-3	i	-6	1
CSc1nc(C)cc(Oc2ccc(OCC(N)=O)nn2)n1	-3.1	0.2	5	39	-3	2	1	-0.3	11	-1
CC1CCN(c2ccccc2NC(=O)c2ccc([N+](=O)[O-])o2)CC1	2.8	-0.3	2	41	-5	-15	-7	-0.2	1	5
COCCCNC(=O)c1cc2c(-c3cccc(OC)c3)nn(C)c2s1	2.0	.	3	2	89*	11	-10	i	-9	-13
Cc1ccnc(NC(=O)c2cc3c(=O)oc4ccc(C)cc4c3s2)c1	-0.6	-2.8	-1	12	3	6	-11	-0.3	1	-45
Fc1cccc(Cn2ccc(-c3ccc4c(c3)OCO4)n2)c1	-0.6	1.2	-5	-11	1	-4	-64	-0.2	-7	-2
COc1ccc(C(=O)Oc2ccc(/C=N/O)cc2)cc1	1.5	0.5	-1	12	0	2	.	-0.3	-6	2
C=CCSc1n[nH]c(-c2cccs2)n1	1.9	-2.0	-1	44	5	2	-3	-6.2	-8	7
Cc1ccc(C)c(NC(=O)CN(C)C(=O)c2ccc(S(=O)(=O)N(C)c3ccccc3)cc2)c1	-0.2	1.7	.	.	-1	0	2	-0.6	6	3
O=C(CCCN1C(=O)/C(=C/c2ccc3c(c2)OCO3)SC1=S)Nc1ccc(C(=O)O)cc1	0.8	-6.3	-1	1	-3	6	8	-0.9	-5	-30
N#CC1(C#N)C(C(N)=O)C1c1ccccc1 (centres undefined)	1.2	-0.7	0	5	1	4	-7	-0.1	-11	0
O=C(NN1CCOCC1)c1cc(-c2ccc(Br)s2)nc2ccccc12	0.3	.	-2	5	6	-1	-4	i	-1	-1
CCOc1ccccc1CN1CCN(CCCn2cccn2)CC1CCO (centres undefined)	-3.0	.	-1	26	3	-3	-12	-0.2	2	-1
CCCn1c(C(C)Nc2nc(C)cs2)nc2cc(Cl)c(Cl)cc21 (centres undefined)	-0.2	-0.6	-4	-22	1	4	8	-1.4	-3	1
Cc1cc(NC(=O)C(C)C)ncc1NC(=O)c1cccc(F)c1	-2.8	0.5	-1	19	2	10	-5	.	1	1
CCOc1ccccc1N1CCN(C(=O)CNC(=O)c2ccc(OC)c(OC)c2)CC1	3.4	0.2	8	14	2	-5	6	-0.4	-5	-22
COc1cccc(NC(=O)/C=C/c2ccc([N+](=O)[O-])cc2)c1	1.5	1.2	2	1	0	0	24	-0.2	2	4
COc1cc(/C=N/NC(=O)c2ccc(=O)[nH]n2)ccc1O	-1.2	.	-1	37	-4	27	.	i	-6	13
COC(=O)N/N=C\C=C\c1ccc2c(c1)OCO2	1.0	-0.5	2	8	3	44*	.	-1.0	-6	-3
CCc1nc2ccc(C(=O)NCc3ccc4c(c3)OCO4)cn2c1N(C)CCC(C)C	.	-0.9	.	.	-2	8	.	-0.3	.	.
CCCn1nnnc1NCc1cccc(Cl)c1	-0.9	-1.8	-4	53*	1	4	-11	-0.7	-11	10
Cc1ccc(-n2ncc3c(=O)n(CC(=O)N4CCN(c5ccccc5)CC4)cnc32)cc1	.	.	-7	6	2	7	-6	i	2	1
O=C(OCc1nnc(-c2ccccc2)o1)C1CCN(C(=O)c2ccc(Cl)cc2)CC1	.	8.8	.	.	2	6	-6	i	.	-14
Cc1ccc(C)c2[nH]c(=O)c(CCNC(=O)c3ccc(Br)o3)cc12	-1.8	-1.1	-3	.	6	15	-6	-0.7	3	4
COc1ccccc1-c1nn2c(C3COc4ccccc4O3)nnc2s1 (centres undefined)	-1.0	.	0	14	0	9	-8	-0.7	-12	-3
Cc1[nH]c2ccccc2c1C(=O)COC(=O)c1ccc[n+]([O-])c1	-3.2	.	6	-11	0	10	2	-0.1	1	-4
Fc1cc(NCc2ccccc2)nc(NCc2ccccc2)n1	0.8	.	4	-2	-2	9	-38	0.2	-10	-3

3 compounds drawn at random from the list so far, as already listed:
SMILES	UGM FP inh	Mtb BioA inh	SARS 3CLpro inh	VHR inh abs	Mtb FBA inh	GDH-TPI inh	SSB-PriA inh	Vc quorum ag	Rv3671c protease	MazF activator
CCCn1c(C(C)Nc2nc(C)cs2)nc2cc(Cl)c(Cl)cc21 (centres undefined)	-0.2	-0.6	-4	-22	1	4	8	-1.4	-3	1
O=C(OCc1nnc(-c2ccccc2)o1)C1CCN(C(=O)c2ccc(Cl)cc2)CC1	.	8.8	.	.	2	6	-6	i	.	-14
CCOc1ccccc1CN1CCN(CCCn2cccn2)CC1CCO (centres undefined)	-3.0	.	-1	26	3	-3	-12	-0.2	2	-1

Entries of single compounds, quoted from the list. Order of values: UGM FP inh, Mtb BioA inh, SARS 3CLpro inh, VHR inh abs, Mtb FBA inh, GDH-TPI inh, SSB-PriA inh, Vc quorum ag, Rv3671c protease, MazF activator
`CCc1ccc(OCC(=O)NC(C)C)cc1` is listed with 2.3, -0.8, 6, -11, 1, 3, -14, -0.3, 4, 0
`COC(=O)N/N=C\C=C\c1ccc2c(c1)OCO2` is listed with 1.0, -0.5, 2, 8, 3, 44*, ., -1.0, -6, -3
`CCCn1nnnc1NCc1cccc(Cl)c1` is listed with -0.9, -1.8, -4, 53*, 1, 4, -11, -0.7, -11, 10

Reformatted with values under each structure: 2 of the compounds above.
Sequence of screens: UGM FP inh	Mtb BioA inh	SARS 3CLpro inh	VHR inh abs	Mtb FBA inh	GDH-TPI inh	SSB-PriA inh	Vc quorum ag	Rv3671c protease	MazF activator
> O=C(NN1CCOCC1)c1cc(-c2ccc(Br)s2)nc2ccccc12
    0.3	.	-2	5	6	-1	-4	i	-1	-1
> CCOc1ccccc1CN1CCN(CCCn2cccn2)CC1CCO (centres undefined)
    -3.0	.	-1	26	3	-3	-12	-0.2	2	-1

Only part of the results is shown; rates above refer to the full screens.
